Compound activity deposited in PubChem BioAssay by several laboratories.
ssDAF-12 act = activates DAF-12 receptor from parasite S. stercoralis; HEK293 ssDAF-12/GRIP1 lit1-tk-luc reporter, luminescence; % of 3 µM dafachronic acid response; activation, % at 6.8 µM; 1% of 370,000 active; AID 652126;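 active = activation above the mean over all tested compounds plus 3 SD, cut at about 0.9% in these data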;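 also: 0% = DMSO-only wells and 100% = 3 µM delta7-dafachronic acid wells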
NPR2 activator = GC-B (human) receptor activation | P20594 | HEK293-GC-B cells, CNP EC30, cGMP TR-FRET; 0% at EC30 CNP, 100% saturating CNP | activation, % at 10 µM | 0.11% of 370,000 active | AID 1920062;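 active = activation at 10 µM reaching about 35% in either raw or pattern-adjusted values, limit read from the data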
Target sequence (P20594 whole entry, looked up): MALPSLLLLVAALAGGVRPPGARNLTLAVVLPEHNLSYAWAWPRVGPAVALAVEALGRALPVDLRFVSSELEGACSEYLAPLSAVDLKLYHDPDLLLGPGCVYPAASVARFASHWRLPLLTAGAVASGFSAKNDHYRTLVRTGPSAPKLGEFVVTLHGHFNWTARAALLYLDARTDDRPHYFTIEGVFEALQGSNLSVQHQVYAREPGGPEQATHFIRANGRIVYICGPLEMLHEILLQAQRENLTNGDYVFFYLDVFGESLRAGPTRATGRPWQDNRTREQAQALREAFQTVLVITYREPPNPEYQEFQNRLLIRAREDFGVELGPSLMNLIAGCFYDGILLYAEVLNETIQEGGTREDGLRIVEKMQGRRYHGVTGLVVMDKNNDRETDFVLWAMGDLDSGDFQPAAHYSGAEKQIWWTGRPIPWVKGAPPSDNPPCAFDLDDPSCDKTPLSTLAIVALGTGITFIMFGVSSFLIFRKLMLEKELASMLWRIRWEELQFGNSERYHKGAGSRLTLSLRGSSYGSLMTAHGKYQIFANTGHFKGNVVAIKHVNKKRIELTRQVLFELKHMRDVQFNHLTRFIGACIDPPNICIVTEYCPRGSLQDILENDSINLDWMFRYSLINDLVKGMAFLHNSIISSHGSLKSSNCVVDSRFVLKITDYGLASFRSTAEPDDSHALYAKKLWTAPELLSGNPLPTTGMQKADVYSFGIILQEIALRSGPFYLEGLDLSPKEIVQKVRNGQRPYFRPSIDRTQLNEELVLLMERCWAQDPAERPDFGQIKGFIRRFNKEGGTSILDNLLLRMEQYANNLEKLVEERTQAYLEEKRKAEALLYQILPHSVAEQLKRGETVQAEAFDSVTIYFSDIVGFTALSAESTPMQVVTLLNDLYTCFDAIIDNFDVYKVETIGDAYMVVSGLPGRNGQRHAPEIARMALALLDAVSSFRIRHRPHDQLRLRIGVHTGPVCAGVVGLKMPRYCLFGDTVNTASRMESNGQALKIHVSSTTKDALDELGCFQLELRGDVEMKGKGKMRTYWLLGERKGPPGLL
SMARCA2 act = increases SMARCA2 function in MMTV reporter cells; MG213 cells, MMTV-luciferase reporter, dexamethasone, overnight; activation, % at 9.1 µM; 1% of 370,000 active; in the data active = activation above about 7.8%;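 also: 0% = vehicle wells and 100% = reference activator wells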
hcDAF12 agonist = activators of H. contortus DAF-12 nuclear receptor; HEK293 hcDAF-12 lit1-tk-luc reporter, luminescence; 0% DMSO, 100% Δ7-dafachronic acid; 1.4% of 370,000 active; activation, % at 6.8 µM;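 active = activation above the mean of all tested compounds plus 3 SD, cut at about 5.5% in these data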;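 also: 100% = response to 3 µM Δ7-dafachronic acid high control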
GC-A act = GC-A (human) enzyme activation; P16066; 0.14% of 370,000 active; activation, % at 10 µM; HEK293 GC-A cells, cGMP TR-FRET, EC30 ANP; 0% at EC30 ANP, 100% saturating ANP; in the data active = activation above about 40%
FXN GAA850 act = frataxin GAA850 promoter activation; activation, % at 6 µM; HEK293 lucGAA850 FXN promoter luciferase reporter, 24 h; percent of 10 µM SAHA response; 0.56% of 360,000 active;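 active = activation above the average of all compounds screened plus 3 SD, cutoff fixed separately per campaign, cut at about 7.5% in these data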;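 also: 0% = DMSO wells and 100% = 10 µM SAHA wells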
KLK7 zymogen act = activators of human kallikrein-7 zymogen | P49862 | purified proKLK7, EDANS-DABCYL substrate fluorescence; 100% is mature enzyme control, 0% vehicle | activation, % at 7 µM | 0.9% of 370,000 active | AID 652039;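 active = activation above the mean of all tested compounds plus 3 SD, computed per campaign excluding outliers beyond control limits, cut at about 13% in these data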
DAX1 inh-1 = blocks DAX1 repression of SF-1 activated StAR promoter; HEK293T StAR-luciferase reporter, SF-1/DAX-1 repression relief; inhibition, % at 6.8 µM; 1.1% of 370,000 active; AID 652010;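 active = inhibition above the mean over all tested compounds plus 3 SD, cut at about 3.6% in these data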;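 also: 0% = DAX-1 cells with DMSO and 100% = cells lacking DAX-1 with DMSO; higher inhibition means more luminescence from relief of DAX-1 repression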
HGIII-sPLA2 inh = Blocks human group III sPLA2 activity | Q9NZ20 | QFRET BODIPY PC-A2 liposome hydrolysis, fluorescence | inhibition, % at 12.2 µM | 0.56% of 370,000 active;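 active = inhibition above mean plus 3 SD of compounds lying within the high and low control bounds, cut at about 19% in these data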;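 also: 0% = median of test compound wells and 100% = no enzyme DMSO wells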
hgDAF12 agonist = hgDAF-12 agonism, primary luciferase screen. HEK293 GAL4-hgDAF12 UAS-luciferase reporter, agonist luminescence; normalized to butyrate control. activation, % at 6.8 µM. 1.8% of 370,000 active;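 active = activation above a cutoff set at the mean of all screened compounds plus 3 SD, cut at about 10% in these data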;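 also: 0% = DMSO wells and 100% = sodium butyrate wells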
DAX1 inh-2 = inhibits human nuclear receptor DAX1; P51843; HEK293 Gal4-DAX1 luciferase reporter, luminescence; inhibition, % at 6.75 µM; 0.99% of 340,000 active; AID 504766;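 active = inhibition above the mean over all tested compounds plus 3 SD, cut at about 4.2% in these data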;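 also: 0% = DAX1-transfected cells with DMSO and 100% = empty-vector control cells with DMSO; inhibition shows as a rise in luminescence from relieved DAX1 repression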
* = called active by the depositor; x = not tested or not shown.

cpd	SMILES	GC-A act	ssDAF-12 act	HGIII-sPLA2 inh	hcDAF12 agonist	SMARCA2 act	KLK7 zymogen act	NPR2 activator	DAX1 inh-2	DAX1 inh-1	FXN GAA850 act	hgDAF12 agonist
1	CN1c2ccc(C=O)c3c(C=O)ccc(c23)N(C)C1(C)C	-4	-0.9	-16	-0.7	-3	1.8	-8	-2.0	-1.1	-5.3	-2.6
2	Nc1c(-c2cccc([N+](=O)[O-])c2)nc2ccccn12	-10	-1.0	3	1.4	1	-0.3	-5	1.1	0.4	6.0	10.0
3	O=C(NN=C1CCCCC1)NC1CCCCC1	2	-0.3	-4	-1.6	6	-0.9	4	0.5	-0.2	1.1	0.1
4	CCOc1ccc(-c2nnn(CC(=O)NCCc3c[nH]c4ccccc34)n2)cc1	2	-0.8	-82	-0.8	-3	-0.4	-3	0.5	-0.5	-1.1	0.4
5	CCOC(=O)N1CCN(C(=S)Nc2ccc3nc(N4CCN(CC)CC4)cc(C)c3c2)CC1	-1	-1.2	2	-2.8	0	8.4	3	-0.8	0.0	-3.6	-2.7
6	COc1ccc(CCNC(=O)COC(=O)c2cc(S(=O)(=O)N3CCOCC3)ccc2C)cc1OC	-4	-1.3	-8	-0.7	4	0.3	-4	0.3	-0.6	0.3	-2.2
7	CC(C)CCOP(=O)(c1ccc(N(C)C)cc1)C(O)c1c(Cl)cccc1Cl (stereo not given)	-8	-1.4	-6	-0.9	-2	1.3	-5	-0.4	-0.1	20*	-3.4
8	O=C(OCc1ccccc1Cl)c1ccccc1C(=O)c1ccccc1	-7	-0.6	-8	1.9	1	-0.1	-8	0.5	-0.1	0.3	0.0
9	O=C(CCc1ccccc1)N[C@@H]1c2ccccc2CC[C@H]1OCc1ccccc1	-3	-0.6	1	1.0	1	0.2	1	-0.4	0.5	-1.9	0.7
10	Cc1n[nH]c(=S)n1/N=C/c1ccccc1OCc1ccc(Cl)cc1Cl	-6	-0.5	20*	0.1	-2	0.5	-8	-0.8	-0.5	2.6	-0.5
11	Cc1ccc(-n2c(SCC(=O)OC(C)C)nnc2-c2ccccn2)cc1	0	-1.2	2	-0.1	-3	0.1	-8	2.2	-0.5	2.9	-2.8
12	CC(C(=O)NC(c1ccccc1)c1ccccc1)N1CCOCC1 (stereo not given)	-5	-0.8	4	2.1	3	0.3	-6	-0.8	0.5	0.0	-1.3
13	COC(=O)C1=C(C(=O)OC)[C@@H]2Nc3ccccc3[C@@]23C[C@@H](C(=O)OC)N(C(=O)COCc2ccccc2)C3=N1	-2	-1.0	2	-1.2	2	-0.2	-1	-0.3	0.1	1.1	0.9
14	N#CCCN(C(=O)COc1ccc(C#N)cc1)c1ccc(F)cc1	-1	-1.6	5	0.7	-1	-0.7	-1	0.6	0.3	-2.0	2.0
15	COc1ccc(NCc2cc3ccccc3[nH]c2=O)cc1	0	-0.5	4	4.4	-2	11	-1	1.1	0.6	-0.2	6.7
16	N#C/C(=C\c1ccccc1[N+](=O)[O-])C(=O)NCc1ccccc1	1	-1.2	8	-0.7	1	-0.5	-1	4.5*	-0.3	1.0	0.1
17	COc1ccc(NC(=O)CC2SC(=Nc3ccccc3)NC2=O)c(OC)c1 (stereo not given)	-2	-1.1	2	0.3	-2	0.5	-6	-0.7	0.0	0.5	-0.7
18	Brc1ccc(-c2nc3c4ccccc4ccn3c2Cc2ccccc2)cc1	12	0.0	-2	3.7	4	-1.2	13	1.7	-0.6	-1.7	0.9
19	COc1ccccc1Nc1nc(C)cc(C)c1C(N)=O	0	-1.0	0	-1.7	-1	0.1	-1	-1.3	-0.6	0.6	-1.8
20	COc1ccc(S(=O)(=O)N2CCOC23CCN(S(=O)(=O)c2ccc(F)cc2)CC3)cc1	4	-0.5	8	-0.5	-3	0.0	5	-0.9	0.2	2.4	0.4
21	Nc1ncc(-n2cncn2)c(-c2ccc(Cl)cc2)n1	1	-1.6	0	-1.1	-2	-0.8	3	0.1	0.3	4.7	-1.3
22	Cc1ccc(NC(=O)C2CC(=O)N(CCc3ccccc3)C2)c(C)c1 (stereo not given)	-1	-1.3	4	-1.3	-1	-0.1	2	0.5	-0.4	-0.7	-2.2
23	CN(CC(O)COc1ccc(S(=O)(=O)N2CCOCC2)cc1)C1CCCCC1 (stereo not given)	-1	-1.1	3	-0.2	1	-0.4	0	0.0	0.5	1.0	2.0
24	O=C(CC(Nc1ccccc1Cl)C(=O)O)c1ccccc1 (stereo not given)	2	-1.2	1	2.0	2	0.8	0	4.0	-0.8	3.6	5.3
25	O=C(Cn1ccsc1=NC(=O)c1ccco1)c1ccccc1	1	-0.8	-24	-1.2	-3	-0.5	-1	0.9	-1.4	-0.1	-3.6
26	CC1CC(C(F)(F)F)n2nc(C(=O)O)cc2N1 (stereo not given)	5	-1.2	4	-0.5	-4	0.3	-3	0.3	0.3	-0.4	-2.0
27	CCN(CC)CCCN1C(=O)C(=O)/C(=C(/O)c2ccc3c(c2)OCCO3)C1c1ccco1 (stereo not given)	-1	0.1	-4	2.2	2	0.7	8	3.5	1.2	2.4	6.9
28	Cn1c(SCC#N)nnc1-c1cccnc1	4	-0.8	4	0.0	3	0.4	3	-1.8	-0.5	1.0	-1.0
29	COc1ccc(S(=O)(=O)N2CCN(Cc3ccccc3)CC2)cc1OC	1	-1.7	-9	-2.4	-2	0.7	5	-1.1	-1.0	2.1	-2.2
30	CCOC(=O)C1=C(N)Oc2c(c(=O)[nH]c3ccccc23)C1c1ccccc1 (stereo not given)	-2	-0.7	4	1.1	-3	-4.0	2	-2.4	0.2	-1.4	0.4
31	Cc1c(OCC(=O)N[C@H](C(=O)O)c2ccccc2)ccc2c3c(c(=O)oc12)CCCC3	4	-1.3	-4	0.2	1	-15	2	4.3*	0.1	-1.5	-1.2
32	Cc1cc(C)n(-c2nc(Nc3ccccc3C(F)(F)F)nc(-n3nc(C)cc3C)n2)n1	10	-1.8	-1	-1.3	-3	0.5	14	-1.0	-2.3	-2.6	-3.8

2 of the compounds above, with one line to a screen:
25. O=C(Cn1ccsc1=NC(=O)c1ccco1)c1ccccc1
28. Cn1c(SCC#N)nnc1-c1cccnc1
compound no.,25,28
GC-A act,1,4
ssDAF-12 act,-0.8,-0.8
HGIII-sPLA2 inh,-24,4
hcDAF12 agonist,-1.2,0.0
SMARCA2 act,-3,3
KLK7 zymogen act,-0.5,0.4
NPR2 activator,-1,3
DAX1 inh-2,0.9,-1.8
DAX1 inh-1,-1.4,-0.5
FXN GAA850 act,-0.1,1.0
hgDAF12 agonist,-3.6,-1.0

Next part.
cpd	SMILES	GC-A act	ssDAF-12 act	HGIII-sPLA2 inh	hcDAF12 agonist	SMARCA2 act	KLK7 zymogen act	NPR2 activator	DAX1 inh-2	DAX1 inh-1	FXN GAA850 act	hgDAF12 agonist
33	CN(C)Cc1ccccc1Sc1ccc2c(c1)CCCC2	-10	-1.5	-4	-0.7	1	0.6	-1	x	0.0	0.8	1.5
34	CCC(C)[C@H](NC(=O)NCC1CCCO1)C(=O)OC (stereo not given in full)	-2	-1.5	3	0.3	-4	0.1	4	-0.6	-0.7	-0.8	-1.8
35	Cc1ccccc1CN1CCCCC(NC(=O)c2ccc(F)cc2F)C1=O (stereo not given)	7	-0.8	5	-2.4	-2	0.6	0	x	-1.9	x	-0.1
36	Cc1ccc(NC(=O)c2ccc(CNc3c(N4CCC(C)CC4)c(=O)c3=O)cc2)cc1	1	-1.5	-2	0.5	3	0.5	-4	-1.2	-0.1	1.3	0.9
37	O=C(O)C1CC(c2ccccc2)=NO1 (stereo not given)	3	-0.7	7	-1.0	-2	-0.5	4	-0.1	-0.2	-0.6	0.5
38	CCNC(=O)C1(C)CCCN(Cc2noc(-c3ccccc3OC)n2)C1 (stereo not given)	-3	-1.6	15	-2.4	-9	-0.1	5	x	-0.1	-2.2	-3.9
39	COc1cc(-c2cc(=O)c3c(O)cc(O)cc3o2)cc(OC)c1OC	3	-1.8	-3	-1.7	0	0.7	-4	x	-0.9	-1.0	-4.3
40	CC(C)C[C@H]1COc2cccc(F)c2S(=O)(=O)N1Cc1cn(Cc2ccc(C(F)(F)F)cc2)nn1	3	-1.2	2	-2.7	-3	-0.4	6	x	-0.7	x	1.9

Entries listed so far that contain fluorine:
cpd	SMILES	GC-A act	ssDAF-12 act	HGIII-sPLA2 inh	hcDAF12 agonist	SMARCA2 act	KLK7 zymogen act	NPR2 activator	DAX1 inh-2	DAX1 inh-1	FXN GAA850 act	hgDAF12 agonist
14	N#CCCN(C(=O)COc1ccc(C#N)cc1)c1ccc(F)cc1	-1	-1.6	5	0.7	-1	-0.7	-1	0.6	0.3	-2.0	2.0
20	COc1ccc(S(=O)(=O)N2CCOC23CCN(S(=O)(=O)c2ccc(F)cc2)CC3)cc1	4	-0.5	8	-0.5	-3	0.0	5	-0.9	0.2	2.4	0.4
26	CC1CC(C(F)(F)F)n2nc(C(=O)O)cc2N1 (stereo not given)	5	-1.2	4	-0.5	-4	0.3	-3	0.3	0.3	-0.4	-2.0
32	Cc1cc(C)n(-c2nc(Nc3ccccc3C(F)(F)F)nc(-n3nc(C)cc3C)n2)n1	10	-1.8	-1	-1.3	-3	0.5	14	-1.0	-2.3	-2.6	-3.8
35	Cc1ccccc1CN1CCCCC(NC(=O)c2ccc(F)cc2F)C1=O (stereo not given)	7	-0.8	5	-2.4	-2	0.6	0	x	-1.9	x	-0.1
40	CC(C)C[C@H]1COc2cccc(F)c2S(=O)(=O)N1Cc1cn(Cc2ccc(C(F)(F)F)cc2)nn1	3	-1.2	2	-2.7	-3	-0.4	6	x	-0.7	x	1.9
